GLS inhibitor: qHTS for Inhibitors of Glutaminase (GLS) | 410,000 compounds, 0.21% hits | GLS enzymatic activity, qHTS titration | Glutaminase kidney isoform, mitochondrial (Homo sapiens), O94925 | Potency, µM (doses to about 45.5 µM), for the others: top-dose activity change, negative = inhibition, usual class: inhibitors | AID 624170, 2012; also: potency is read from the fitted curve at half-maximal effect; % is scaled to controls: 0 for no effect and ±100 for the full control effect
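Two-point fluorescence kinetic (t0, 30 min RT) for hKGA; glutamate detected via glutamate oxidase–HRP–Amplex Red. Substrate: 1 mM L-glutamine solution; buffer 45 mM KH2PO4, pH 8.2.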
PI4K2A block: qHTS for small molecular inhibitors of PI4K2A. 420,000 compounds, 0.13% hits. Phosphatidylinositol 4-kinase type 2-alpha (Homo sapiens), Q9BTU6. activity change, negative = inhibition, % at 76.9 µM. purified PI4K2A, ADP-Glo luminescence, 1 h; hits give low values; in the data active = activity change below about -50%; inconclusive = mostly about -30% to -49%;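 also: -100% = wells without enzyme as full effect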
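In this quantitative HTS, ADP production by PI4K2A was quantified luminescently after 1 h at ambient temperature; 100 microM adenosine served as plate-quality control.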
HP1b binding inh: HTS for Inhibitors of HP1-beta Chromodomain Interactions with Methylated Histone Tails | AlphaScreen HP1-beta / biotin-H3K9me3 peptide binding | Chromobox protein homolog 1 (Homo sapiens), P83916 | Potency, µM (doses to about 114 µM), without a hit: top-dose activity change, negative = inhibition, most hits filed as inhibitors | 390,000 compounds, 0.56% hits; also: potency is read from the fitted curve at half-maximal effect; nearly all actives have a fitted effect of over 70% in size; inactives centre near 23
Target sequence (P83916 whole entry, looked up): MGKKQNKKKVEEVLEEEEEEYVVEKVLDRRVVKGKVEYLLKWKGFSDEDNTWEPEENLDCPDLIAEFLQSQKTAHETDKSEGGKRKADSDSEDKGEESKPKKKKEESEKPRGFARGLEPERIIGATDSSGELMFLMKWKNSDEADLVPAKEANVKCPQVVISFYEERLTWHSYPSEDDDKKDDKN
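AlphaScreen: HP1-beta (50 nM) preformed 30 min with biotin-H3(1-18)K9me3 peptide (50 nM) in PBS pH 7.4, 0.01% Tween-20. Compound added for 30 min at RT, then streptavidin donor/nickel chelate acceptor beads (10 ug/mL) for 30 min.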
BAZ2B block: qHTS Assay for Inhibitors of BAZ2B; Bromodomain adjacent to zinc finger domain protein 2B (Homo sapiens), Q9UIF8; AlphaScreen BAZ2B-H3K14Ac peptide displacement; Potency, µM (series often up to 114 µM), inactives show top-dose activity change, negative = inhibition, most hits filed as inhibitors; 360,000 compounds, 4.4% hits; AID 504333, 2011; also: potency is read from the fitted curve at half-maximal effect; % is scaled to controls: 0 for no effect and ±100 for the full control effect; nearly all actives have a fitted effect of over 60% in size
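Compounds, titrated to a top concentration of 110 uM, were incubated 30 min at room temperature with preformed BAZ2B/acetyl-K14 H3 peptide complex (50 nM each). Proximity signal was measured by AlphaScreen after 20 min with beads.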
Tb PGK inh: qHTS Assay to Find Inhibitors of Phosphoglycerate Kinase; PGK/GAPDH coupled, Kinase-Glo luminescence, 60 min; Potency, µM (doses to about 57.5 µM), for inactives: at the top dose activity change, negative = inhibition, usual class: inhibitors; 380,000 compounds, 0.043% hits; AID 602233, 2012; also: potency is read from the fitted curve at half-maximal effect; % is scaled to controls: 0 for no effect and ±100 for the full control effect; nearly all actives have a fitted effect of over 60% in size
Target sequence (P07378 whole entry, looked up): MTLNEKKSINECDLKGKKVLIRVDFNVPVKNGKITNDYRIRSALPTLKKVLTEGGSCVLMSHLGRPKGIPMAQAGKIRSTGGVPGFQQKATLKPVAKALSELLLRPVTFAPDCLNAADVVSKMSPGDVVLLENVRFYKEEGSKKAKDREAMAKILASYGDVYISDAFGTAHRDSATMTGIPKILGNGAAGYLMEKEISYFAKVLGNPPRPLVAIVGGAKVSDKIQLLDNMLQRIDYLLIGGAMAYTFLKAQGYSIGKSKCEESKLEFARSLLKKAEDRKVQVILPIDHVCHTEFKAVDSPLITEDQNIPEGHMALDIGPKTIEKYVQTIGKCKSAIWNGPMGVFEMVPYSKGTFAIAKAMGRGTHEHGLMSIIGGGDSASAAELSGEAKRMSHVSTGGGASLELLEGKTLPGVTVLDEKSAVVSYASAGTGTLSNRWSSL
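Recombinant glycosomal PGK reaction used 1,3-bisphosphoglycerate generated in-well by GAPDH (100nM final) in 100mM TEA pH 7.6, 5mM MgCl2, 0.01% Tween-20. After 60 minutes at room temperature, ATP was read by Kinase-Glo Plus luminescence end-point.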
Pin1 inh: qHTS Assay to Find Inhibitors of Pin1; Peptidyl-prolyl cis-trans isomerase NIMA-interacting 1 (Homo sapiens), Q13526; Potency, µM (titrated, usually from 115 µM), without a hit: at the highest dose activity, negative = inhibition, most hits filed as inhibitors; Pin1 FP peptide displacement, HiFluor488, 10 min; AID 504891, 2011; 390,000 compounds, 0.009% hits; active = well fitted inhibition curve with a large enough effect in the polarisation, with a control signal flat, not every such curve was filed as active; inconclusive = small, poorly fitted or top-dose-only effect, or effect the other way, or a change in a side signal; inactive = no such curve, though single readings can be large or run the other way; the % refers to the polarisation; also: potency is read from the fitted curve at half-maximal effect; % is scaled to controls: 0 for no effect and ±100 for the full control effect
ERG Ets-DNA blk: qHTS for Small Molecule Inhibitors of the ERG Ets/DNA interaction; Transcriptional regulator ERG (Homo sapiens), P11308; fluorescence polarization, His-ERG Ets domain / labelled DNA; Potency, µM (top dose mostly 76.9 µM), for the others: top-dose FP activity, negative = inhibition, hits mostly inhibitors; 370,000 compounds, 0.028% hits; AID 624246, 2012; active = well fitted inhibition curve with a large enough effect in the polarisation, with a control signal flat; inconclusive = small, poorly fitted or top-dose-only effect, or effect the other way, or a change in a side signal; inactive = no such curve, though single readings can be large or run the other way; the % refers to the polarisation;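 also: polarization taken with two DNA probes labelled with fluorescein and Texas red; potency is read from the fitted curve at half-maximal effect; % of control where 0% means no effect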
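His-tagged ERG Ets domain (1 uM in the protein solution; 300mM KCl, 50mM Tris-HCl, 1mM EDTA, 1mM DTT, pH 7.5) received compound, then a probe mix of 5 nM fluorescein-DNA and 100nM Texas-615-DNA. Fluorescence polarization was read for both dyes.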
JMJD2A Tudor inh: qHTS Assay for Inhibitors of JMJD2A-Tudor Domain. Lysine-specific demethylase 4A (Homo sapiens), O75164. AlphaScreen JMJD2A-Tudor / H3K4me3 peptide binding. Potency, µM (titrated, usually from 114 µM), for inactives: at the top dose activity change, negative = inhibition, hits mostly inhibitors. 390,000 compounds, 4.4% hits. AID 504339, 2011; also: potency is read from the fitted curve at half-maximal effect; % is scaled to controls: 0 for no effect and ±100 for the full control effect; nearly all actives have a fitted effect of over 50% in size
G9a inh: qHTS Assay for Inhibitors of Histone Lysine Methyltransferase G9a. 350,000 compounds, 8.8% hits. Potency, µM (titrated, usually from 102 µM), without a hit: top-dose activity, negative = inhibition, actives largely listed as inhibitors. G9a H3K9 monomethylation, AlphaScreen, 2 h. Histone-lysine N-methyltransferase EHMT2 (Homo sapiens), Q96KQ7; also: potency is read from the fitted curve at half-maximal effect; % is scaled to controls: 0 for no effect and ±100 for the full control effect; nearly all actives have a fitted effect of over 75% in size
Target sequence (Q96KQ7 913-1193 limits assumed): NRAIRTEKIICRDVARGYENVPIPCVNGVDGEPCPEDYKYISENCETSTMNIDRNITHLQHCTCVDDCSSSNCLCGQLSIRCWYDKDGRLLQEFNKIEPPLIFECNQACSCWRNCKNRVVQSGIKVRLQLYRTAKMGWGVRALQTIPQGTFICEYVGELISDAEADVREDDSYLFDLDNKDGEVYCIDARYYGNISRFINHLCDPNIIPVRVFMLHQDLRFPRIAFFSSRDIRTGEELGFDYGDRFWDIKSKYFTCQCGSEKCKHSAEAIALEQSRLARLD
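Chemiluminescent proximity detection of H3K9 monomethylation, read after 10 min bead incubation in the dark. Reaction: 20 nM G9a, 500 nM biotin-H3K9 peptide, 20 uM SAM cofactor, 2 h, room temperature, following 15 min enzyme-compound preincubation.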
An asterisk follows results filed as active; i = inactive; ? = inconclusive; / = no result given; [ ] = another dose, or the depositor's remark. Unless noted, calls follow the shape of the dose curve; as a rule, active = well fitted curve in the direction sought with a large enough effect; inconclusive = small, poorly fitted or top-dose-only effect, or another doubt; inactive = no such curve, though single readings can be large; an effect the other way counts as inactive or inconclusive.

SMILES | GLS inhibitor | PI4K2A block | HP1b binding inh | BAZ2B block | Tb PGK inh | Pin1 inh | ERG Ets-DNA blk | JMJD2A Tudor inh | G9a inh
CN(CC(=O)Nc1ccccc1Br)C(=O)CN1CCN(Cc2ccc(Cl)cc2)CC1 | 2% | -1 | 21% | 8% | -7% | 9% | 4% | -16% | 2%[12.7 µM]
Cc1nn(Cc2ccc(Cl)cc2Cl)c(C)c1NC(=O)C1C2CCC(O2)C1C(=O)O (stereo unspecified) | 8% | 4 | 25% | 15% | 0% | -10% | 6% | -16% | 3%[59 µM]
CCCCCCCCCCCC(=O)c1c(O)cccc1O | -3% | 5 | 61%[activator] | -2% | -3% | -2% | 9% | 7% | 4%
O=C(NC1CCCCC1)c1cccc2c1C(=O)c1ccc(N3CCCC3)cc1S2(=O)=O | -3% | 1 | 37%[activator] | / | -2% | ? | -6% | -8% | /
CC1=CC(C)(C)N(C(=O)CSc2nncn2C)c2ccccc21 | -3% | 2 | 27% | 8% | / | 1% | / | -7% | 13%[59 µM]
CC(=O)c1c(O)cc(O)cc1CC(=O)O | 5% | 0 | 26% | -13% | 1% | ? | 1% | -14% | 2%[12.7 µM]
S=C(N/N=C1\CCc2ccccc21)NC1CCCCC1 | -9% | -5 | -3% | -24% | -2% | -2% | 10% | ? | ?
CSc1ccc(C(=S)N2CCN(C(c3ccccc3)c3ccccc3)CC2)cc1 | / | -4 | -39% | -37% | i | 4% | -8% | -31% | 10µM*
CC1CN(CC(=O)Nc2nc(-c3ccc(Cl)cc3)cs2)CC(C)O1 (stereo unspecified) | -5% | 9 | 66%[activator] | / | -11% | 0% | -6% | -15% | /
COC(=O)c1ccc(NC(=O)C(=O)NCCc2csc3nc(-c4ccccc4F)nn23)cc1 | -4% | 4 | 22%[57 µM] | 0% | -7% | 7% | -2% | 1% | 3%[59 µM]
CC(=O)N(C)c1ccc(NC(=O)Nc2ccc(C)c(C)c2)cc1 | -2% | -6 | 13% | 1% | -22% | 2% | 0% | 1% | 3%
Cc1ccc(N(C(=O)CS(=O)CC(=O)Nc2ccc(F)cc2)C(C)C(=O)NC(C)(C)C)cc1 (stereo unspecified) | -6% | 5 | 15% | 0% | -3% | 4% | -8% | 2% | 71µM*
CCC(C(=O)N/N=C/c1cccnc1)c1ccccc1 (stereo unspecified) | 7% | 0 | 32% | -20% | i | -7% | -3% | -15% | 32%
COC(=O)c1ccc(CSC2=NC[C@@H]3[C@@H]4C(=O)N(C)C(=O)[C@@H]4[C@](C)(C(=O)OC)N23)cc1 | 11% | -3 | 17% | / | -7% | -6% | 1% | -22% | /
COc1ccc(S(=O)(=O)N(C)C[C@H]2Oc3ccc(NS(=O)(=O)c4c(C)noc4C)cc3C(=O)N([C@H](C)CO)C[C@@H]2C)cc1 | -4% | -1 | 36% | / | -2% | -4% | 0% | -7% | /
Cc1ccccc1OCC(=O)OCC(=O)Nc1cc(S(=O)(=O)N2CCCCC2)ccc1Cl | -4% | 3 | 19% | 6% | -10% | 16% | -4% | -9% | -26%
Cc1ccc(-n2nnnc2Sc2ccc(S(=O)(=O)NCCN(C)C)cc2[N+](=O)[O-])cc1 | 5% | -5 | 10% | -33% | i | -4% | -1% | -28% | 8%[59 µM]
Cc1ccc(C2(C)NC(=O)N(CC(=O)N3CC(=O)Nc4ccccc43)C2=O)cc1 (stereo unspecified) | 1% | -1 | 10%[57 µM] | / | 1% | -10% | 2% | -5% | /
N#Cc1ccsc1NC(=O)CN1CCN(S(=O)(=O)c2ccccc2C(F)(F)F)CC1 | -1% | -3 | 34% | -3% | 5% | 17% | 3% | -1% | 5%
NC(=O)C1C2CCC(C2)C1C(N)=O (stereo unspecified) | -1% | -9 | 38%[activator] | / | i | -2% | 8% | -11% | /
CC(=O)c1cccc(NC(=O)c2ccncc2)c1 | -2% | 3 | 28% | 15% | 13% | -6% | 2% | -3% | 20%[59 µM]
CCC(CC)NC(=O)Nc1ccc(F)c(Cl)c1 | 0% | 0 | 58%[activator] | 5% | 1% | -3% | 0% | 7% | 23%
Cn1c(=O)c2c(nc(Oc3ccccc3N)n2C)n(C)c1=O | 4% | -3 | 20% | -10% | -5% | -1% | 9% | -13% | -2%
CS(=O)(=O)N(CC(=O)N1CCN(Cc2ccc3c(c2)OCO3)CC1)Cc1ccc(Cl)cc1 | -21% | -4 | 7% | 56µM* | -10% | -1% | -6% | -27% | ?
Cc1cc(-c2nnc(SCC(=O)Nc3ccccc3F)n2N)n[nH]1 | -1% | -5 | 23% | -6% | -8% | -1% | 27% | -3% | -3%[0.0925 µM]
CC1CCN(C(=S)Nc2ccc3nc4n(c(=O)c3c2)CCCCC4)CC1 | 1% | -1 | 28% | -9% | -4% | -3% | / | -13% | 1%
CCOc1ccc(C(=O)Nc2ccc(-c3cc4ccccc4oc3=O)c(C)c2)cc1[N+](=O)[O-] | 6% | -1 | 12% | -5% | -3% | 43%[activator] | -3% | -28% | 7%[59 µM]
CSc1ccccc1C(=O)Nc1c(C)cccc1C | -11% | 0 | 28% | -12% | -7% | -3% | 0% | -4% | 28µM*
Cc1c(-c2ccccc2)[n+](=O)c(-c2ccc(Br)cc2)c(C)n1[O-] | -2% | -8 | 46%[activator] | -1% | i | 0% | -9% | -8% | /
O/N=C(\c1ccc(Cl)cc1)c1ncc(C(F)(F)F)cc1Cl | 12% | 3 | 22% | 3% | -4% | 3% | -4% | -8% | -8%
Cc1nc(C)c(-c2nnc(-c3ccc(C(C)(C)C)cc3)o2)cc1C(=O)NN | 11% | -1 | 20% | 10% | -7% | 16% | 17% | -26% | 43%[59 µM]
CCCC(=O)N1CCN(Cc2ccc3c(c2)OCO3)CC1 | -13% | 1 | 6% | 7% | -9% | 5% | -3% | -7% | 7%[59 µM]
CC(Sc1nnc(C(F)(F)F)n1C)C(=O)NC(N)=O (stereo unspecified) | -9% | 7 | 29% | -1% | i | -2% | 6% | 0% | 4%[59 µM]
CCOc1ccc(C(CC(=O)Nc2ccc(C(=O)OC)cc2)N2Cc3ccccc3C2=O)cc1OC (stereo unspecified) | 1% | -12 | 24% | -2% | 1% | -11% | -6% | 16% | 0%[59 µM]
CSc1ccccc1NC(=O)CN(C)C(C)C(=O)NC(=O)NC1CCCCC1 (stereo unspecified) | 12% | -3 | 20% | 5% | -2% | 5% | 5% | -16% | -4%
Nc1c(N(Cc2ccco2)C(=O)COc2ccccc2Cl)c(=O)[nH]c(=O)n1Cc1ccccc1 | -2% | -1 | 42%[activator] | 0% | -9% | 54%[activator] | 14% | -7% | ?
COc1ccc(-c2nc(SC(CC(=O)NCc3ccccc3)c3ccc(OC)c(OC)c3)n[nH]2)cc1 (stereo unspecified) | -4% | 6 | 15% | -20% | / | 0% | -7% | -19% | 45µM*
COc1ccccc1C(C#N)c1cccc(Cl)n1 (stereo unspecified) | 6% | 1 | 38% | 0% | -2% | -6% | -20% | -5% | -8%
CCOC(=O)C1(C)C=C(Nc2ccc(C)cc2)C(=O)N1c1ccc(C)cc1 (stereo unspecified) | -12% | 6 | 12% | -22% | -2% | -2% | 7% | -7% | 9%[59 µM]
Cc1cc(OCC(=O)N2CCN(c3ccccn3)CC2)c(C)cc1Br | 6% | -1 | 12% | -4% | 8% | 0% | 0% | -9% | 47%[activator]
CC12CCC(C(N)=O)(c3nc4ccccc4nc31)C2(C)C (stereo unspecified) | 4% | -1 | 0% | 6% | -8% | -1% | -3% | -6% | 13%[59 µM]
Cc1ccc(N(CC(=O)NC2CCCCC2)C(=O)c2ccc(C)s2)cc1 | 0% | -3 | 6% | 13% | -14%[11.5 µM] | -2% | / | -17% | 10%[59 µM]
CC1CCCN(C(=O)CCNS(=O)(=O)c2ccc3c(c2)oc(=O)n3C)C1 (stereo unspecified) | 0% | -2 | 25% | -1% | -9% | -2% | 2% | -16% | 32%
C[C@H](NC(=O)Cc1cccc2ccccc12)C(=O)N1CCOCC1 | -1% | -2 | 23%[57 µM] | / | 3% | 2% | -2% | -3% | /
Nc1nonc1-n1nncc1-c1ccccc1 | -7% | -9 | 50%[activator] | 2% | -2% | 6% | -6% | 7% | 7%
C[C@@H]1COC(=O)[C@H](CC(=O)OC(C)(C)C)C/C=C\C[C@H](CC(=O)NCCO)C(=O)N1 | -6% | 4 | 39%[activator] | / | -11% | -14% | -6% | 3% | /
